Screening results (PubChem)
Yfh1-depleted yeast: mitochondrial function rescue without frataxin homolog – Friedreich's ataxia, plus single-dose screen, dose response (AID 1465); S. cerevisiae Yfh1-off respiration, WST-1 reduction, 72 h; higher fold induction means a stronger effect; one-dose fold induction at 50 µM; EC50 in µM for titrated hits; 220,000 tested, 0.074% active;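 active = fold induction of absorbance versus untreated yeast above a set limit, then at least 30% activation at any dose in follow-up; inconclusive = repeats straddling the limit, or above it without dose testing; inactive = fold induction below the set limit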;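 note: activators that raise dye reduction in frataxin-depleted yeast; strong numbers were not always called active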
AID2073: inhibitors of Mint1-CaV2.2 protein interaction, biochemical, HTRF (AID 2073). HTRF protein-protein interaction, Mint1-CaV2.2; higher % means a stronger effect. 290,000 tested, 0.19% active. inhibition, % at 20 µM, or IC50 in µM where a hit was titrated; in the data active = inhibition mostly above about 51%, no sharp cut-off; inconclusive = no clear call, values can overlap the other calls; inactive = mostly below about 53%; note: some results filed as inactive read as strong as hits
Large T inhibition: SV40 large T antigen inhibitors, biochemical (AID 1903); SV40 large T antigen ATPase/helicase inhibition assay; higher % means a stronger effect; inhibition, % at 20 µM, or IC50 in µM where a hit was titrated; 310,000 tested, 0.39% active; in the data active = a potency from the dose series; inconclusive = inhibition mostly from about 32% at the one dose, without a potency; inactive = the rest, 99 in 100 with inhibition below about 32%; note: strong numbers were not always called active
GPR35 antagonists: inhibition of zaprinast-stimulated GPR35 beta-arrestin translocation – imaging, U2OS, beta-arrestin-GFP, zaprinast agonist, primary screen (AID 2058); U2OS GPR35 beta-arrestin-GFP translocation imaging, zaprinast antagonism; higher % means a stronger effect; inhibition, % at 10 µM, or IC50 in µM where a hit was titrated; 290,000 tested, 0.052% active;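 active = inhibition of at least 50% with at least 30 cells and total cytoplasm GFP at most 10,000,000; inconclusive = under 30 cells or total GFP of 10,000,000 plus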
GPR55 antagonists: inhibition of LPI-stimulated GPR55 beta-arrestin translocation – imaging, U2OS, beta-arrestin-GFP, LPI agonist, primary screen (AID 2013) | U2OS GPR55 beta-arrestin-GFP translocation imaging, LPI antagonism; higher % means a stronger effect | inhibition, % at 10 µM; hits with a dose series show IC50 in µM | 290,000 tested, 0.13% active;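 active = spots per cell inhibited over 60%, with over 100 cells counted and total cytoplasm intensity under 500,000; inconclusive = wells with under 100 cells, flagged as likely toxic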;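 note: U2OS cells stably carrying GPR55 and arrestin-GFP stimulated by 5 µM LPI near EC80; imaged beta-arrestin-GFP aggregate spots per cell after agonist stimulation; plate controls were LPI-stimulated DMSO wells for no effect and DMSO wells without LPI for full effect; some results filed as inactive read as strong as hits; confirmed hits need IC50 under 10 µM and bright autofluorescent wells are also inconclusive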
MgcRacGAP inhibition: MgcRacGAP GTPase-activating activity inhibitors, confirmation, biochemical, ADP Hunter fluorescence; MgcRacGAP-stimulated Rac1 GTP hydrolysis, ADP Hunter fluorescence; higher % means a stronger effect; GST-tagged Rac1 F28L mutant substrate; inhibition, % at 30 µM, or IC50 in µM where a hit was titrated; 340,000 tested, 0.6% active;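 active = first-screen hits whose inhibition reached a set limit at any dose in the follow-up dose series; inconclusive = inhibition above the set first-screen limit but never retested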;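 note: fluorescence reports GDP produced by GAP-driven GTP hydrolysis; strong numbers were not always called active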
Dengue-2 NS5 capping: Dengue-2 NS5 methyltransferase inhibitors, primary screen, biochemical, confirmation dose response (AID 588689) | Dengue-2 NS5 methyltransferase capping enzyme assay, biochemical; higher % means a stronger effect | inhibition, % at 25 µM, or IC50 in µM where a hit was titrated | 340,000 tested, 0.3% active; in the data active = a potency from the dose series; inconclusive = inhibition above about 29% without an active follow-up result
NTR1 agonist: agonists of NTR1, primary screen, imaging, U2OS cells, beta-arrestin-GFP, high content (AID 493036); NTR1-U2OS beta-arrestin-GFP spot imaging, agonist mode; activation, % at 20 µM; 330,000 tested, 0.17% active;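 active = activation at or above 40% of the spot to cytoplasm intensity ratio, with at least 20 cells analyzed; inconclusive = wells under 20 cells, flagged as cytotoxic or low count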;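 note: 0% = DMSO without peptide and 100% = 100 nM NTR1 peptide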
Target sequence (P30989 whole entry, looked up): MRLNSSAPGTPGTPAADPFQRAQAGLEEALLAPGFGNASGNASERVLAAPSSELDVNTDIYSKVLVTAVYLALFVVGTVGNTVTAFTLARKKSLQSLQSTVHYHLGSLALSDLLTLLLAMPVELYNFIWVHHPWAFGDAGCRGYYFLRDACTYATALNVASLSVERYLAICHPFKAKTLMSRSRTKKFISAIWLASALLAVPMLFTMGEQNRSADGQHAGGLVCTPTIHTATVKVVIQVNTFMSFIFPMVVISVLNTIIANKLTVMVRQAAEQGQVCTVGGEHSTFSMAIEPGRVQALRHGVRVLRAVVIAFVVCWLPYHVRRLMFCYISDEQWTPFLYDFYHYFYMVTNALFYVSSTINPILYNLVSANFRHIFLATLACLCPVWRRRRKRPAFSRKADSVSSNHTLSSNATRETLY
GPR55 activation: GPR55 agonists via beta-arrestin recruitment, primary screen, imaging, U2OS cells, beta-arrestin-GFP redistribution (AID 1961); U2OS GPR55 beta-arrestin-GFP redistribution imaging; higher % means a stronger effect; 290,000 tested, 0.048% active; activation, % at 10 µM; hits with a dose series show EC50 in µM;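 active = activation above 40% with more than 50 cells counted in the well; inconclusive = wells holding fewer than 50 cells, flagged as toxic or sparse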;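 note: U2OS osteosarcoma cells stably expressing GPR55 and beta-arrestin-GFP; plate controls were DMSO negative control for no effect and LPI positive control for full effect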
NTR1 agonist cell count 20 µM: recorded beside NTR1 agonist, whose call it bears; cell count; measured here: cell count, cytotoxicity flag
Dengue-2 NS5 capping pilot replicate: second read-out of Dengue-2 NS5 capping, no call of its own (marks repeat the call); inhibition, %; measured here: pilot screen replicate inhibition
* = called active by the depositor; i = inactive; ? = inconclusive; nt = no result given.

SMILES | Yfh1-depleted yeast | AID2073 | Large T inhibition | GPR35 antagonists | GPR55 antagonists | MgcRacGAP inhibition | Dengue-2 NS5 capping | NTR1 agonist | NTR1 agonist cell count 20 µM | GPR55 activation | others
S=C(NC1CCCCCC1)NC1CCCC1 | i | 1% | 8% | 3% | -2% | 9% | -6% | 0.2 | 105 | -0.1%
C=CCN1C(=O)/C(=C\c2ccc(Oc3nc(N4CCOCC4)nc(N4CCOCC4)n3)c(OC)c2)SC1=S | i | 37% | 3% | -10% | -2% | 10% | -12% | 1.5 | 52 | -0.5%
CSc1ccc(CN2CCN(C3CCCC3)C(CCO)C2)cc1 (stereo unspecified) | i | 10% | 2% | -4% | 4% | 4% | -1% | 1.7 | 69 | 0.5%
CC(=O)Nc1ccc(/C=C(\C#N)C(=O)NC2CCCCC2)cc1 | i | 3% | 7% | -6% | 8% | 7% | -10% | 1.7 | 38 | -0.1%
O=C(Nc1ccccc1)c1ccc(NCC2CCCO2)c(S(=O)(=O)N2CCOCC2)c1 (stereo unspecified) | i | 10% | 7% | 2% | 7% | 5% | -1% | -2.0 | 75 | 0.1%
O=C(O)C1CC=CCC1C(=O)Nc1ccc2c(c1)CCC2 (stereo unspecified) | nt | 48% | 19% | -8% | 10% | 6% | 2% | -0.2 | 57 | 0.0%
COc1ccc(CNC(=O)C2CCCN(c3nn4c(=O)cc(C)nc4s3)C2)cc1 (stereo unspecified) | nt | -1% | 6% | 4% | 6% | 12% | -3% | -1.3 | 69 | 0.0%
COc1ccc(N2CCN(Cc3cc(=O)oc4ccc5ccccc5c34)CC2)cc1 | i | -8% | 10% | 22% | -9% | 0% | -4% | 0.7 | 88 | 0.1%
CCOC(=O)C1=C(C)NC(C)=C(C(=O)OCC)C1c1ccc(O)cc1 | i | 6% | 3% | -3% | 8% | 13% | -8% | 1.0 | 71 | -0.1%
COC(=O)[C@H](CC(C)C)NC(=O)NCCCc1ccccc1 | i | 3% | -5% | 7% | 1% | 4% | -1% | 0.9 | 57 | -0.2%
O=c1[nH]c(/C=C\c2ccccc2F)nc(O)c1[N+](=O)[O-] | nt | 16% | 6% | -12% | 3% | 11% | -1% | -2.0 | 48 | -0.3%
CC(=O)Nc1ccc(S(=O)(=O)N2CCC(NC(=O)c3ccccc3)CC2)cc1 | nt | 8% | 0% | -1% | -15% | 3% | -5% | 1.2 | 55 | -0.1% | Dengue-2 NS5 capping pilot replicate=4.2
CCc1ccc(-c2cc(C)no2)cc1S(=O)(=O)Nc1cc(C)ccn1 | nt | 15% | 3% | -8% | 1% | 14% | 3% | -0.1 | 51 | 0.0%
COc1ccccc1CN1CC(C(=O)N2CCC(C(=O)c3ccccc3)CC2)CCC1=O (stereo unspecified) | nt | 10% | 14% | 14% | -6% | -9% | -13% | 0.1 | 56 | -0.2%
O=C(c1ccc(-n2cncn2)c([N+](=O)[O-])c1)N1CCN(S(=O)(=O)c2ccc(Br)cc2)CC1 | nt | nt | -2% | nt | nt | 5% | 5% | 0.4 | 48 | nt
COc1ccc2oc(C(=O)N3CCc4ccccc43)c(C)c2c1 | nt | 5% | 19% | 6% | 7% | 2% | 0% | 2.2 | 51 | 0.0%
FC(F)Oc1ccc(-n2cc(-c3ccc(Cl)cc3)[n+]3c2CCCCC3)cc1 | i | -13% | 3% | -1% | 6% | -2% | 5% | 0.6 | 51 | -0.2%
NS(=O)(=O)c1cccnc1Nc1cccc(Cl)c1 | i | -1% | 0% | 13% | -2% | -5% | -10% | -0.1 | 47 | -0.2%
COc1ccc(C(=O)Cc2ccc3c(c2)OCO3)c(O)c1 | i | -5% | 6% | 22% | 2% | 2% | 1% | 0.9 | 56 | 0.4%
COc1ccccc1CNC(=O)N1CCN(c2ccccc2)CC1 | nt | 4% | 5% | 13% | -4% | 5% | -12% | 0.3 | 40 | 0.3%
O=C(CCNS(=O)(=O)c1ccc(Cl)cc1)N1CCC2(O)CCCCC2C1 (stereo unspecified) | i | -3% | 9% | 7% | 4% | 1% | nt | 0.8 | 71 | 0.6%
O=C(c1ccco1)N1CCN(C23CC4CC(CC(C4)C2)C3)CC1 | nt | 6% | 13% | 4% | 24% | 7% | -4% | -0.1 | 67 | 0.0%
CCN(C(=O)COC(=O)/C=C/c1ccccc1[N+](=O)[O-])C1CCS(=O)(=O)C1 (stereo unspecified) | i | -12% | 16% | 6% | 9% | 7% | -4% | 0.4 | 68 | -0.3%
COC(=O)CNC(=O)c1cn(CC(C)C)c(=O)c2cc(OC)c(OC)cc12 | i | 2% | 2% | 4% | 10% | 8% | -12% | 1.5 | 95 | -0.1%
O=C(N/N=C/c1cc(Cl)c(O)c(Cl)c1)c1cc2c(ccc3ccccc32)o1 | nt | ? | 29% | -16% | -5% | 5% | 28% | 2.5 | 43 | -0.1%
CC(=O)c1cccc(S(=O)(=O)NCC(C)(C)N2CCOCC2)c1 | nt | 3% | 9% | 2% | -7% | 3% | 2% | -0.3 | 88 | -0.1%
CCC(CC)c1nnc(NC(=O)CCS(=O)(=O)Cc2ccccc2)s1 | nt | -8% | -3% | -5% | 3% | 3% | -11% | 0.7 | 50 | -0.2%
Cc1cccc(OCC(=O)Nc2ccc(C(=O)Nc3ccccc3C(=O)O)cc2)c1C | nt | 10% | 26% | -8% | 17% | 12% | -3% | 2.0 | 63 | -0.1%
Cc1ccccc1C(=O)N1CCN(c2ccc(NC(=O)c3ccc4c(c3)OCCO4)cc2)CC1 | nt | 0% | 27% | -2% | -6% | 5% | -4% | 7.8 | 55 | -0.1%
O=C(NCc1ccccc1)/C(=C\c1ccccc1)NC(=O)c1ccco1 | nt | -8% | 11% | -6% | 11% | 7% | 3% | 0.3 | 70 | -0.2%

In the list so far, four have a furan ring, fused or not.
SMILES | Yfh1-depleted yeast | AID2073 | Large T inhibition | GPR35 antagonists | GPR55 antagonists | MgcRacGAP inhibition | Dengue-2 NS5 capping | NTR1 agonist | NTR1 agonist cell count 20 µM | GPR55 activation | others
COc1ccc2oc(C(=O)N3CCc4ccccc43)c(C)c2c1 | nt | 5% | 19% | 6% | 7% | 2% | 0% | 2.2 | 51 | 0.0%
O=C(c1ccco1)N1CCN(C23CC4CC(CC(C4)C2)C3)CC1 | nt | 6% | 13% | 4% | 24% | 7% | -4% | -0.1 | 67 | 0.0%
O=C(N/N=C/c1cc(Cl)c(O)c(Cl)c1)c1cc2c(ccc3ccccc32)o1 | nt | ? | 29% | -16% | -5% | 5% | 28% | 2.5 | 43 | -0.1%
O=C(NCc1ccccc1)/C(=C\c1ccccc1)NC(=O)c1ccco1 | nt | -8% | 11% | -6% | 11% | 7% | 3% | 0.3 | 70 | -0.2%

More compounds follow:
SMILES | Yfh1-depleted yeast | AID2073 | Large T inhibition | GPR35 antagonists | GPR55 antagonists | MgcRacGAP inhibition | Dengue-2 NS5 capping | NTR1 agonist | NTR1 agonist cell count 20 µM | GPR55 activation | others
COc1ccc(C2/C(=C(\O)c3ccc4c(c3)OCCO4)C(=O)C(=O)N2CCCn2ccnc2)cc1 (stereo unspecified) | nt | 5% | 18% | -6% | -6% | 14% | -2% | -0.1 | 78 | -0.1%
O=S(=O)(NCc1ccccc1)c1cccc2cccnc12 | nt | 0% | -3% | 7% | -3% | 4% | 3% | -1.1 | 57 | -0.1%
CC(CP(=O)(O)O)NC(=O)Cc1ccccc1 (stereo unspecified) | i | 7% | 11% | 18% | 14% | 1% | -1% | -1.1 | 80 | -2.3%
Cc1ccc(NC(=O)c2cc3cccc([N+](=O)[O-])c3[nH]2)cc1 | i | ? | 3% | -9% | 20% | 10% | 6% | 13 | 37 | 0.2%
O=C(O)c1ccc(-c2nnn(Cc3ccccc3F)n2)cc1 | i | -5% | 13% | -1% | 3% | 13% | -1% | 1.4 | 68 | -0.2%
CC(=O)N/C(=C\c1cccc([N+](=O)[O-])c1)C(=O)NC1CCCCC1 | i | 4% | 10% | -11% | -9% | 3% | 2% | -0.2 | 82 | -0.3%
CCOC(=O)C1C(=O)NC(SCC(=O)OC)=C(C#N)C1c1ccccc1OCC (stereo unspecified) | i | 0% | 3% | 2% | -13% | 5% | -7% | 2.3 | 57 | -0.1%
CCOC(=O)Cc1csc(NC(=O)CSc2cc(Cl)ccc2Cl)n1 | i | 17% | 11% | -6% | 7% | 3% | 0% | 2.0 | 30 | -0.2%
Cc1ccc(S(=O)(=O)NCCC(=O)NCC(c2cccs2)N2CCOCC2)cc1 (stereo unspecified) | nt | nt | 2% | nt | nt | 7% | -1% | -0.7 | 64 | nt
NS(=O)(=O)c1ccc(NS(=O)(=O)c2ccc(NC(=O)C3CC3)cc2)cc1 | nt | 6% | 1% | -4% | 0% | 6% | 15% | -0.3 | 68 | 0.3%
O=C(O)c1c(C(=O)O)c(-c2ccc(Br)cc2)n2c1CSC2 | nt | 10% | 5% | 8% | 6% | 11% | 16% | -1.5 | 87 | -0.1%
CC(C)C(=O)Nc1ccc(C(=O)NC2CCSC2=O)cc1 (stereo unspecified) | i | 6% | 9% | -1% | -3% | 6% | -8% | 1.4 | 74 | -0.3% | Dengue-2 NS5 capping pilot replicate=-0.2
Cc1ccccc1-c1nc(CN2CCC(C(=O)O)CC2)c(C)o1 | i | -5% | -3% | -14% | 3% | 3% | 0% | -0.1 | 73 | -0.1%
Cc1ccc(Oc2cc(-n3nc(C)cc3C)ncn2)cc1 | i | 0% | 3% | 1% | 5% | 2% | -1% | 3.2 | 81 | -0.3%
O=C(CN1CCN(Cc2ccccc2)CC1)c1ccc(Br)cc1 | nt | -25% | 5% | 0% | -1% | 0% | -4% | nt | nt | -0.1%
CN(C)c1ccc(/C=C(\C#N)C(=O)Nc2nc3c(s2)CCN(Cc2ccccc2)C3)cc1 | i | 48% | 11% | -8% | 13% | 4% | ? | -0.1 | 64 | -0.1%
COC(=O)CCCC1=CC2=CC(=O)C(C)(OC(=O)CCc3ccccc3)C(=O)C2=CO1 (stereo unspecified) | i | 6% | 27% | -5% | 4% | 7% | 20% | -0.4 | 88 | -0.2%
Cn1ncc(Cl)c1C(=O)Nc1nnc(C2CC2)s1 | nt | 8% | 9% | -2% | -2% | 5% | 6% | 0.0 | 67 | -0.1%
